# HEK293 tox – Cytotoxic Profiling in HEK 293 Cell Line of Diverse Libraries Using Quantitative High-Throughput Screening; 94,000 compounds, 6.6% hits; Potency, µM (highest dose often 115 µM), for inactives: at the top dose activity change, negative = cytotoxicity, actives largely listed as inhibitors; AID 1345083, 2018; HEK 293 viability, ATP luminescence (CellTiter-Glo), 48-72 h; also: potency is read from the fitted curve at half-maximal effect; nearly all actives have a fitted effect of over 60% in size
#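 Luminescence from cellular ATP, measured with CellTiter-Glo, indicates HEK 293 viability. Cells plated at 250 cells/well are treated with compound for 48 or 72 hr at 37 degree Celsius before reagent addition.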
# NIH3T3 tox – Cytotoxic Profiling in NIH 3T3 Cell Line of Diverse Libraries Using Quantitative High-Throughput Screening. NIH 3T3 viability, CellTiter-Glo ATP luminescence, 48-72 h. Potency, µM (highest dose often 96.7 µM), for the others: at the highest dose activity change, negative = cytotoxicity, most hits filed as inhibitors. 94,000 compounds, 4.3% hits; also: potency is read from the fitted curve at half-maximal effect; nearly all actives have a fitted effect of over 55% in size
#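 Luminescent ATP readout (CellTiter-Glo, 10 min RT) after 48 or 72 hr compound exposure of NIH 3T3 cells seeded at 400 cells/well in 1536-well format; quantitative HTS.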
# SNCA expr inh – Primary qHTS assay for inhibitors of alpha-synuclein gene (SNCA) expression; 140,000 compounds, 0.17% hits; HEK-293 SNCA-luciferase knock-in, luminescence, 24 h; Potency, µM (top dose mostly 57.2 µM), for the others: top-dose activity change, negative = inhibition, most hits filed as inhibitors;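 also: potency is read from the fitted curve at half-maximal effect; plate controls were DMSO cells for no effect and cell-free wells for full effect; nearly all actives have a fitted effect of over 45% in size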
# FLuc inh – Firefly luciferase inhibition profiling of diverse chemical library using quantitative high-throughput screening; 76,000 compounds, 2.5% hits; Luciferin 4-monooxygenase (Photinus pyralis), P08659; Potency, µM (titrated, usually from 115 µM), inactives show at the top dose activity change, negative = inhibition, hits mostly inhibitors; purified P. pyralis luciferase, luminescence, biochemical; also: potency is read from the fitted curve at half-maximal effect; nearly all actives have a fitted effect of over 65% in size
#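 Purified 10nM P. pyralis luciferase with 10uM D-luciferin and 10uM ATP in 50mM Tris acetate pH 7.5, 10mM Mg acetate, 0.01% Tween-20, 0.05% BSA. qHTS titration; luminescence read by CCD imager.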
# GPT2 inh – Primary qHTS assay for inhibitors of Glutamate pyruvate transaminase 2 (GPT2); Alanine aminotransferase 2 (Homo sapiens), Q8TD30; Recombinant GPT2, coupled pyruvate oxidase/HRP Amplex Red fluorescence; Potency, µM (highest dose often 57.7 µM), without a hit: top-dose activity change, negative = inhibition, hits mostly inhibitors; 100,000 compounds, 0.25% hits; also: potency is read from the fitted curve at half-maximal effect; nearly all actives have a fitted effect of over 60% in size; many of its hits are not listed in these tables
# Target sequence (Q8TD30 whole entry, looked up): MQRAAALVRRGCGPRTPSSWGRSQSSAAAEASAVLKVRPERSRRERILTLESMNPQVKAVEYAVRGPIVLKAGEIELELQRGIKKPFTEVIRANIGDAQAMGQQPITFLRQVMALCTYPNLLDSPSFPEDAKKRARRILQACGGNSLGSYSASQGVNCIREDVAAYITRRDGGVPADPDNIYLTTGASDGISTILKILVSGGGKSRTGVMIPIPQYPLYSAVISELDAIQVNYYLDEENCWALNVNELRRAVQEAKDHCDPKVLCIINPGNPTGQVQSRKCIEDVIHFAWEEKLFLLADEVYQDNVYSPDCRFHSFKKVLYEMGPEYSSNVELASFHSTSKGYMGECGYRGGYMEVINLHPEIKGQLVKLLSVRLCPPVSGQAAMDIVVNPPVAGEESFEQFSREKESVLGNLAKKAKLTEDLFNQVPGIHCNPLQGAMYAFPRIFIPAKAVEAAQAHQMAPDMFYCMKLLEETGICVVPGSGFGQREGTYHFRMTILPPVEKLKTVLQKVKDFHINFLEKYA
#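 Fluorescence read-out: pyruvate from GPT2 turnover coupled to pyruvate oxidase, HRP and Amplex Red (0.2mM ThPP, 0.2U/mL PO and HRP, 50uM Amplex final). Substrates 250uM a-KG, 2mM L-alanine; enzyme 10ng/uL; 30 min RT.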
# SNCA viab count – GF-AFC viability counterscreen for inhibitors of alpha-synuclein gene (SNCA) expression; HEK-293-SNCA-luc viability, GF-AFC fluorescence, 24 h; Potency, µM (series often up to 57.1 µM), inactives show at the top dose activity change, negative = cytotoxicity, most hits filed as cytotoxic; 150,000 compounds, 0.12% hits;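 also: potency is read from the fitted curve at half-maximal effect; 0% = DMSO-treated cells and -100% = medium-only wells without cells; nearly all actives have a fitted effect of over 30% in size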
#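 HEK-293-SNCA-luc cells (1500/well) plated 24 h, then exposed 24 h to a dilution series; GF-AFC added 30 min at 37C, fluorescence 405/540 nm; normalised to medium-only and DMSO wells, Hill fit.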
# IP6K1 inh – Primary qHTS assay for small molecule inhibitors of Inositol hexaphosphate kinase 1 (IP6K1). 140,000 compounds, 0.81% hits. Inositol hexakisphosphate kinase 1 (Homo sapiens), Q92551. IP6K1 kinase, ADP-Glo luminescence, 2 h; active compounds read low. activity change, % (series mostly up to about 58 µM); in the data active = activity change below about -25%
# Target sequence (Q92551 whole entry, looked up): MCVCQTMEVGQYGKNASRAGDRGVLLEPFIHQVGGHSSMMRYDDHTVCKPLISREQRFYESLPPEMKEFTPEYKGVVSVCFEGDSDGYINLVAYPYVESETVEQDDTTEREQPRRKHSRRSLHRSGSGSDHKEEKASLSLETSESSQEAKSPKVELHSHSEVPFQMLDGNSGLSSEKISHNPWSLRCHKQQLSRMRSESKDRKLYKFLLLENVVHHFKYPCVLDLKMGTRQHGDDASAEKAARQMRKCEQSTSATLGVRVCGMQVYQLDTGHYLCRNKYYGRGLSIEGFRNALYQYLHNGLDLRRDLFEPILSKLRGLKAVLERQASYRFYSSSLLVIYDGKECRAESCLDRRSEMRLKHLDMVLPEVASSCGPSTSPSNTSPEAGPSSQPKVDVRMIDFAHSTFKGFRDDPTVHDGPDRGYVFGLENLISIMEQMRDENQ
#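 ADP-Glo luminescence measures ADP made by human IP6K1 during a 2 h RT reaction with ATP/IP6 (mix at 1.3 mM/130 uM); top library doses 57.5 and 19.1 uM final.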
# * marks the source's active call; other numbers are inactive results; i = inactive; ? = inconclusive; / = not tested or not shown; [ ] = remark or other dose. Unless noted, calls follow the shape of the dose curve; as a rule, active = well fitted curve in the direction sought with a large enough effect; inconclusive = small, poorly fitted or top-dose-only effect, or another doubt; inactive = no such curve, though single readings can be large; an effect the other way counts as inactive or inconclusive. Unless noted, % is scaled to controls: 0 for no effect and ±100 for the full control effect. Not all compounds are listed (hit frequency here may not be typical).
SMILES,HEK293 tox,NIH3T3 tox,SNCA expr inh,FLuc inh,GPT2 inh,SNCA viab count,IP6K1 inh
CCc1nc2c(c(-c3ccc(OC)cc3)n1)CCN(C(=O)c1ccc(OC)cc1)CC2,-7.7%,?,39.7%[activator],/,i,-10.0%,-2.1
O=C(Nc1ccc(F)cc1)N1CCC(O)(c2csc(CN3CCN(c4ccccn4)CC3)n2)CC1,?,?,-10.7%,?,?,-2.3%,3.8
O=C1CN([S+](=O)([O-])c2ccc(F)cc2)CC(O)CN1Cc1cccs1 (configuration not stated),?,-22.2%,/,/,/,/,-5.5
CCOC(=O)[C@H]1C[C@]2(CCCCNC2=O)N(C(C)=O)[C@H]1c1ccccc1,-34.4%,?,/,/,/,/,-1.1
N#Cc1cccc(NC(=O)N[C@H]2[C@H](O)[C@@H](Sc3ccccc3)[C@@H]3OC[C@H]2O3)c1,?,-27.0%[174 µM],-3.0%[87.6 µM],8.2%[172 µM],-0.7%[88.5 µM],-0.2%[87.6 µM],5.7
Cn1cccc1C(=O)N[C@H]1C[C@@H](C(=O)O)N(C(=O)CSCC(=O)N2C[C@@H](NC(=O)c3cccn3C)C[C@H]2C(=O)O)C1,-0.6%,-12.0%,27.2%,1.9%,0.2%,7.0%,-3.0
OC1(c2csc(CN3CCN(c4ccccn4)CC3)n2)CCNCC1,?,-10.2%[174 µM],-2.1%[87.6 µM],-1.3%[172 µM],i,-3.6%[87.6 µM],1.7
COc1ccc2c(c1)c1c(c(=O)n(-c3cccc(Cl)c3)c(=O)n1C)n2C,/,/,11.3%,/,/,-9.8%,8.9
CC(=O)Nc1cccc(-c2cc(-c3ccncc3)c3cncn3c2)c1,?,?,-21.1%[87.6 µM],0.2%[172 µM],5.0%[88.5 µM],9.6%[87.6 µM],2.4
O=C(NCc1ccccn1)C1CN(S(=O)(=O)c2cccnc2)CC12CCCCC2 (configuration not stated),-4.8%,?,-10.1%,5.7%,3.4%,1.0%,5.8
Cc1cccc(C(C)(C)C)c1NC(=O)N1CCOC(C(F)(F)F)C1 (configuration not stated),?,?,-21.7%,-4.1%,?,-19.4%,5.1
COc1ccccc1CCNC(=O)c1ccc(-c2nc(CSc3ccc(C)cc3)c(C)o2)cc1,/,/,-6.7%,/,/,7.4%,4.7
CCOc1ccc(CNC(=O)c2ccc3c(c2)nnn3C2CCCC2)cc1,/,/,?,/,/,5.2%,-19.1
COc1ccc(C2Cn3nnc(-c4nc(-c5ccccc5Cl)no4)c3CO2)cc1 (configuration not stated),-10.6%,-0.4%,-9.6%,-14.1%,i,-5.6%,3.0
O=C(CCc1ccccc1)N1C[C@H]2OC(=O)N(CCCN3CCOCC3)[C@H]2C1,-7.1%,4.7%,14.3%,0.2%,1.4%,-6.2%,0.7
CC(C)(C)CC(=O)Nc1ccc([C@@H](O)[C@H]2COCC(=O)N2Cc2ccc(F)cc2)cc1,?,?,-17.3%[87.6 µM],-15.3%[172 µM],?,-0.5%[87.6 µM],-14.5
COc1ccc(-c2oc3ncn4nc(COc5cccc(C)c5C)nc4c3c2-c2ccc(OC)cc2)cc1,/,/,-2.7%,/,/,4.7%,17.8
Cc1[nH]c2c(C)ccc(C)c2c1CC(=O)N1Cc2ccccc2C(O)C1 (configuration not stated),-28.3%,-32.0%,-4.8%,-12.3%,-54.2%,8.0%,14.8
CC(=O)c1sc2c(c1C)c(=O)n(-c1ccc(Cl)cc1)c(=O)n2Cc1ccc(Cl)cc1,/,/,-9.6%,/,/,-8.7%,20.8
Cc1ccc(OCC(=O)N(Cc2ccco2)Cc2ccco2)cc1C,/,/,41.5%[activator],/,/,2.6%,15.5
CC(=O)N1CCCC1C(=O)N1CCC(N2Cc3cccn3C2=O)CC1 (configuration not stated),-1.6%,-21.1%,?,/,i,-12.7%,20.7
COC(=O)[C@@H](Cc1c[nH]c2ccccc12)NC(=O)[C@@H]1CN(C(=O)Nc2ccccc2)CCN1C(=O)NC(C)C,-17.8%,-12.0%,16.5%,9.0%,-20.5%,1.0%,-1.4
Cc1ccc(C(=O)N2C[C@@H](CO)[C@H](c3ccncc3)C2)c(C)c1,2.3%,-15.0%,1.7%,-2.7%,?,-0.3%,-6.6
CCn1nccc1C(=O)NCCc1ncc(C)n1CCOC,-3.2%,i,1.6%,3.6%,i,-0.9%,-2.0
COc1ccc(Cc2nc3ccc(C(=O)NCc4ccc(OC)cc4OC)cc3o2)cc1,/,/,5.5%,/,/,-7.2%,-16.1
Cc1nc(NCCN2CCCC(C(N)=O)C2)c2cccnc2n1 (configuration not stated),i,i,-2.5%,-4.2%,?,-16.5%,3.8
CCN(CC)S(=O)(=O)c1ccc(NC(=O)NCc2noc3ccc(C)cc23)cc1,/,/,?,/,/,-24.5%,-7.5
CC(C)CNC(=O)c1ccc2nnc(C3CCCC3)n2c1,i,-9.3%[138 µM],12.9%[87.6 µM],/,2.9%[88.5 µM],-2.5%[87.6 µM],-11.8
Cc1cccc2c1-c1sc(C(=O)N3CCN(c4cccc(Cl)c4)CC3)cc1CO2,/,/,-20.8%,/,/,11.3%,-13.6
CCC(O)c1cc2c(cc1NC(=O)c1ccccc1F)OCCO2 (configuration not stated),/,/,12.6%,/,/,0.1%,-5.1
O=C(NCc1cccc(Cl)c1)C1CN(c2ccc(Cl)cc2)C(=O)N1 (configuration not stated),-29.1%,?,-7.3%,-3.7%,i,-0.3%,14.0
CCCc1cc(C(=O)N2CCC(=O)N(CC3CC3)C(C(C)C)C2)cs1 (configuration not stated),?,-18.8%,-18.7%,9.5%,0.5%,1.4%,-16.0
O=C(C1CC(=O)N(c2ccc(F)c(Cl)c2)C1)N1CCc2c(nc[nH]c2=O)C1 (configuration not stated),-6.7%,-3.3%,-0.7%,-2.6%,i,5.5%,34.2
CCCCC(CC)CNC(=O)c1ccc2c(=O)n(Cc3ccc(OC)cc3)c(=O)[nH]c2c1 (configuration not stated),/,/,31.1%[activator],/,/,-11.5%,13.9
O=C(CC1CCOCC1)NCC1CCN(Cc2ccccc2F)CC1,2.8%,3.7%,-6.9%,-5.4%,3.0%,-1.0%[12.5 µM],6.1
O=C1[C@@H]2C[C@@H](CN2C(=O)C2CC2)Oc2ccccc2N1Cc1ccccc1,-13.3%[172 µM],-1.0%[138 µM],-14.5%[87.6 µM],-4.8%[172 µM],3.2%[88.5 µM],-3.5%[87.6 µM],11.5
COc1ccccc1-c1cccc(C(=O)N2CCC[C@H]2C(=O)NCc2ccc(F)cc2F)c1,?,?,1.2%,/,0.3%,-3.8%[12.5 µM],-9.8
Cc1ccc(CS(=O)(=O)c2ncc(Cl)c(C(=O)Nc3nnc(C(C)C)s3)n2)cc1,/,/,?,/,/,25.1µM*,-11.4
Cc1ccc(-c2nnc(SCc3ccccc3C#N)o2)cc1,/,/,-20.2%,/,/,1.4%,-7.8
CCc1ccc(Nc2cc(C(=O)NCCCN(C)c3ccccc3)c3ccccc3n2)cc1,/,/,16.2%,/,/,25.9%,-1.2
CC(=O)Nc1ccc(NC(=O)CCc2c(C)nc3c(c(C)nn3-c3ccc(C)cc3)c2C)cc1,/,/,-4.9%,/,/,8.0%,18.1
CC(=O)N1Cc2ccccc2NC(=O)C12CCNCC2,i,i,-5.0%,/,-19.4%,0.7%,-18.8
Cc1ccc(CNC(=O)Cn2c(SCC(=O)Nc3ccc(F)cc3)nc3ccccc32)cc1,/,/,-26.4%,/,/,-12.5%,27.1
Cc1ccsc1C(=O)N1CCC2(CC1)NC(=O)N(Cc1ccccc1)C2=O,?,-18.2%,-28.4%,5.5%,-20.3%,2.3%,13.9
COc1ccc(-n2c(=O)c3c(n2Cc2ccccc2)CN(Cc2c[nH]c4ccccc24)CC3)cc1,?,?,?,1.0%,i,-23.3%,9.1
CC1=C[C@@H](CNS(=O)(=O)c2ccc(C#N)cc2)[C@H](C(C)C)C[C@H]1Cc1nnc(-c2ccncc2)o1,?,?,-8.3%,11.2%,-6.1%,-16.6%,-1.5
COc1cccc(NC(=O)C2CCN(c3nnc(C)c4c(C)n(-c5ccccc5)nc34)CC2)c1,/,/,-18.5%,/,/,-24.2%,0.9
COc1cccc(-c2ccc(C(=O)NCCNC(=O)c3cccnc3)cc2)c1,?,-23.6%,/,/,/,/,0.8
O=C(CCc1cnccn1)N1CCC(CCC(=O)N2CCC(Cc3ccccc3)CC2)CC1,?,-23.6%,33.9%[activator],-17.7%,-5.1%,5.1%,0.2
O=C(Cc1ccccn1)N1CCCC1C(=O)N1CCCC1c1nc2ccncc2[nH]1 (configuration not stated),-6.7%,-4.9%,10.2%,/,i,1.6%,-1.1
CCCCOc1ccc(S(=O)(=O)N2CCN(c3ccccc3OCC)CC2)cc1,/,/,13.3%,/,/,3.3%,39.5
CNC(=O)C1(N2CCC[C@H]2C(=O)N(C)CCN(C)C)CCOCC1,i,i,27.7%[87.6 µM],4.1%[172 µM],?,-3.9%[87.6 µM],-0.5
CCOC(=O)c1ccc(NC(=O)Cn2c(=O)cc(C(F)(F)F)c3c(C)nn(C)c32)cc1,/,/,6.8%,/,/,-14.0%,-2.7
CC(CNC(=O)CCn1c(=O)c2cccn2c2ccc(F)cc21)c1ccccc1 (configuration not stated),/,/,3.1%,/,/,-8.7%,1.7

# Retrieved one by one from the list above:
SMILES,HEK293 tox,NIH3T3 tox,SNCA expr inh,FLuc inh,GPT2 inh,SNCA viab count,IP6K1 inh
CCOC(=O)c1ccc(NC(=O)Cn2c(=O)cc(C(F)(F)F)c3c(C)nn(C)c32)cc1,/,/,6.8%,/,/,-14.0%,-2.7
CC(=O)Nc1ccc(NC(=O)CCc2c(C)nc3c(c(C)nn3-c3ccc(C)cc3)c2C)cc1,/,/,-4.9%,/,/,8.0%,18.1
COc1ccccc1-c1cccc(C(=O)N2CCC[C@H]2C(=O)NCc2ccc(F)cc2F)c1,?,?,1.2%,/,0.3%,-3.8%[12.5 µM],-9.8
CNC(=O)C1(N2CCC[C@H]2C(=O)N(C)CCN(C)C)CCOCC1,i,i,27.7%[87.6 µM],4.1%[172 µM],?,-3.9%[87.6 µM],-0.5

# Assay outcomes (PubChem BioAssay)
